# Source: PubChem (National Center for Advancing Translational Sciences (NCATS))
# A549 viability: Nrf2 qHTS screen for inhibitors: counterscreen for cytotoxicity. A549 ARE-Fluc cells, CellTiter-Fluor viability, 18-24 h. Potency, µM (doses to about 46 µM), inactives show top-dose activity change, negative = cytotoxicity, most hits filed as inhibitors. 390,000 compounds, 0.16% hits; further: potency means the concentration at half of the fitted maximal effect; on the % scale 0 is the no-effect control and ±100 the full control effect
#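 A549 ARE_Fluc cells in 5% FBS OPTI-MEM were exposed to compounds in concentration-response for 18-24 h at 37 deg C. Viability was read by CellTiter-Fluor fluorescence (Ex 405/Em 525) after 30 min, before the luciferase read.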
# HepG2 tox: qHTS for Inhibitors of TGF-b: Cytotox Counterscreen; HepG2 CAGA-GFP viability, ATP luminescence, 18 h; Potency, µM (highest dose often 46.1 µM), for inactives: top-dose activity change, negative = cytotoxicity, most hits filed as cytotoxic; AID 588856, 2011; 410,000 compounds, 0.76% hits; further: potency means the concentration at half of the fitted maximal effect; some results filed as inactive show a strong effect at the top dose
#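 CellTiter-Glo luminescence gave cytotoxicity after 18 hours at 37 degrees C. The cells were HepG2 CAGA-GFP in 1% FBS DMEM, stimulated with 500 pg/mL TGF-beta after compound addition. %Activity was normalised to no-cell wells (complete cell-killing) and DMSO (no toxicity), and curves were fitted and classified.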
# TGFb SMAD3 inh: qHTS for Inhibitors of TGF-b. HepG2 CAGA-GFP TGF-b/SMAD3 reporter, GFP fluorescence, 18 h; TGF-beta stimulated, 500 pg/mL final. Potency, µM (doses to about 46.1 µM), for the others: top-dose activity, negative = inhibition, hits mostly inhibitors. 410,000 compounds, 1.2% hits. AID 588855, 2011; further: potency means the concentration at half of the fitted maximal effect; on the % scale 0 is the no-effect control and ±100 the full control effect; nearly all actives have a fitted effect of over 65% in size
#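 Using HEPG2 CAGA-GFP reporter cells at 1000 cells/well, we pinned test compounds, stimulated with recombinant TGF-beta (500 pg/mL final) and measured total well GFP after 18 h.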
# IL1B secr inh: qHTS for Inhibitors of Inflammasome Signaling: IL-1-beta AlphaLISA Primary Screen. THP-1 LPS/ATP IL-1B secretion, AlphaLISA, 16 h; active compounds read low. 360,000 compounds, 4.7% hits. AID 743279, 2014. activity change, % at 57.5 µM; in the data active means activity change below about -50%; inconclusive means mostly about -30% to -49%; further: on the % scale 0 is the no-effect control and ±100 the full control effect
#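 THP-1 cells pretreated 1 hr with compounds (up to 57.5 uM final), then stimulated with LPS (250 ng/mL final) plus ATP (1.25 mM final); secreted IL-1B measured by AlphaLISA after 16 hr, decreased signal indicating inhibition.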
# MCF10A rereplic: A quantitative high throughput screen for small molecules that induce DNA re-replication in MCF 10a normal breast cells; 350,000 compounds, 2.9% hits; Potency, µM (highest dose often 46.1 µM), for the others: top-dose activity, positive = re-replication, most hits filed as activators; MCF 10A DNA re-replication, Hoechst nuclear intensity, 48 h; AID 624296, 2012; further: potency means the concentration at half of the fitted maximal effect; % of control where 0% means no effect; nearly all actives have a fitted effect of over 50% in size
# ATXN2 expr inh: Primary qHTS for Inhibitors of ATXN expression; 360,000 compounds, 0.72% hits; HEK-293 ATXN2-luciferase reporter, luminescence, 24 h; AID 1745845, 2022; Potency, µM (top dose mostly 57 µM), for inactives: at the top dose activity change, negative = inhibition, actives largely listed as inhibitors; further: potency means the concentration at half of the fitted maximal effect; on the % scale 0 is the no-effect control and ±100 the full control effect; nearly all actives have a fitted effect of over 55% in size
#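 qHTS (up to 57 uM final) was run with 24 h compound exposure of reporter cells at 37 °C. Each well was multiplexed: SteadyGlo luminescence measured ATXN2-luciferase expression after a fluorogenic Gly-Phe-AFC viability readout (25 uM final).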
# Nrf2 inh: Nrf2 qHTS screen for inhibitors | A549 ARE-Fluc reporter, luciferase luminescence, 18-24 h | Potency, µM (highest dose often 46 µM), for the others: at the highest dose activity change, negative = inhibition, hits mostly inhibitors | 360,000 compounds, 2.1% hits; further: potency means the concentration at half of the fitted maximal effect; on the % scale 0 is the no-effect control and ±100 the full control effect; nearly all actives have a fitted effect of over 60% in size
#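 Cells were seeded and rested 2 h, then exposed to compounds for 18-24 h. CellTiter-Fluor was read first as a viability measure. BugLite was added 15 min before the final luminescent read of ARE-luciferase activity in A549 cells.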
# Nrf2 ARE act: qHTS of Nrf2 Activators | 410,000 compounds, 0.31% hits | Potency, µM (highest dose often 46.1 µM), without a hit: at the highest dose activation, actives largely listed as activators | AREc32 ARE-luciferase reporter (MCF7-derived line), luminescence, 24 h; further: potency means the concentration at half of the fitted maximal effect; % of control where 0% means no effect; nearly all actives have a fitted effect of over 65% in size
#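 AREc32 cells carrying an ARE-driven firefly luciferase reporter were seeded at 1000 cells/well in OPTI-MEM with 5% FBS, then exposed to compound for 24 hr at 37 deg C. Luminescence was read with Steady-Glo after 30 min at RT.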
# ATXN viability: Viability Counterscreen for Primary qHTS for Inhibitors of ATXN expression; S2 cells (HEK-293 line with an ATXN2-luciferase reporter) viability, CellTiter-Fluor protease fluorescence, 24 h; Potency, µM (series often up to 56.7 µM), most hits filed as cytotoxic; 400,000 compounds, 0.49% hits; AID 651635, 2014; further: potency means the concentration at half of the fitted maximal effect; nearly all actives have a fitted effect of over 40% in size
# Starred values were filed as active, the others as inactive; i = inactive; u = inconclusive; x = no result given; [ ] = remark or other dose. Unless noted, the call rests on the fitted dose curve; in most records, active means well fitted curve in the direction sought with a large enough effect; inconclusive means small, poorly fitted or top-dose-only effect, or another doubt; inactive means no such curve, though single readings can be large; an effect the other way counts as inactive or inconclusive. This is a random part of the collection; about 8.8% have a hit in one of these screens.
# Each structure is followed by: A549 viability	HepG2 tox	TGFb SMAD3 inh	IL1B secr inh	MCF10A rereplic	ATXN2 expr inh	Nrf2 inh	Nrf2 ARE act	ATXN viability
- CCOC(=O)c1c(NC(=O)CSc2nc3ccccc3o2)sc(C)c1C
    -13%[1.84 µM]	-28%	-8%	23	9%	21%	5%	3.0%	i
- Cc1cc(C)cc(NC(=O)C2CCN(S(=O)(=O)c3ccc4c(c3)NC(=O)C(C)S4)CC2)c1 (stereo unspecified)
    -16%	-19%	u	u	18%	-38%	-16%	0.6%	u
- Cc1cccc(NC(=O)c2nc(-c3ccccc3)n(-c3ccccc3)n2)c1C
    -17%	-23%	u	u	17%	55%[activator]	-19%	-1.1%	i
- CC1(C)CC(=O)C(C(=O)/C=C/c2ccco2)C(=O)C1
    -19%	8%	5%	-14	12%	x	-20%	16%	i
- O=C(Nc1ccc2c(c1)OCCO2)C1CC1c1ccccc1 (stereo unspecified)
    0%	-13%	4%	0	u	56%[activator]	u	0.5%[9.22 µM]	i
- CS(=O)(=O)N1CCN(c2ccccc2NC(=O)CSc2ccc(Cl)cc2)CC1
    -12%	-14%	-29%	-28	-2%	-9%	-23%	-0.8%	i
- CCN(Cc1cnn(C)c1)C(=O)c1cc(COc2cc(C)c(Cl)c(C)c2)on1
    -1%	-6%	2%	-3	9%	6%	u	0.6%	i
- COc1ccc(/C=N\Nc2ccc([N+](=O)[O-])cc2)c(C(=O)O)c1OC
    u	13%	18%	12	2%	x	-16%	-0.8%	i
- COc1ccccc1NCC(=O)NNC(C)C(=O)Nc1cccc(Cl)c1 (stereo unspecified)
    -4%	-26%	-2%	-14	u	-13%	-4%	0.0%	i
- C[C@H](CO)N1C[C@H](C)[C@H](CN(C)S(=O)(=O)c2cccc(C#N)c2)OCc2cnnn2CCCC1=O
    x	-2%	1%	-15	x	5%	x	-0.5%	i
- Cc1cc(C)c2nc(Cl)c(CN(Cc3ccco3)C(=O)Nc3ccccc3C)cc2c1
    -21%	-20%	u	65	u	-3%	u	0.0%	i
- CC(C)CN(Cc1c(O)ccc2c3c(c(=O)oc12)CCC3)CC(C)C
    -3%	4%	0%	-7	2%	7%	14%	0.3%	i
- O=C(c1ccc(Br)o1)N1CCN(Cc2ccc3c(c2)OCO3)CC1
    7%	-11%	0%	u	-165%[0.0737 µM]	-21%	u	0.1%	i
- O=C(CNS(=O)(=O)c1ccccc1)N1CCc2ccccc2C1
    -6%	2%	0%	-8	u	34%	u	3.0%	i
- Cn1cnnc1SCc1cccc(Br)c1
    -1%	8%	3%	-1	20%	-6%	23%	-0.6%	i
- Cc1ccc(S(=O)(=O)N2CCN(C(=O)C3COc4ccccc4O3)CC2)cc1C (stereo unspecified)
    11%	-8%	u	-9	12%	4%	-59%	-0.6%	i
- CCOC(=O)c1ccc(NC(=O)CN(Cc2ccc(C)cc2)S(=O)(=O)c2ccc(C)cc2)cc1
    -2%	-28%	-29%	x	x	5%	u	12%	i
- Cn1c(=O)c2c(nc(Sc3ncnn3CC(=O)NC(C)(C)C)n2C)n(C)c1=O
    -3%	1%	-8%	17	3%	4%	12%	0.0%	i
- Cc1cccc(NC(=O)c2ccc(C(=O)Nc3cccc(C)c3C)cc2)c1C
    -4%	4%	1%	x	x	6%	-9%	-0.6%	i
- CCOC(=O)c1oc2ccccc2c1NC(=O)C(C)(C)C
    -3%	-9%	-8%	28	10%	8%	-12%	-0.2%	i
- CC(=O)Nc1nnc(SCC(=O)NCc2ccc3c(c2)OCO3)s1
    2%	0%	-4%	4	-19%	11%	26%	0.2%	i
- O=C(Cc1ccccc1F)N1CCN(S(=O)(=O)c2ccc(Cl)cc2)CC1
    3%	0%	3%	15	16µM*	0%	-7%	0.1%	i
- O=C(O)c1ccccc1C(=O)Nc1c(-c2ccccc2)nc2ccccn12
    3%	6%	4%	24	7%	x	0%	0.0%	i
- CCN1CCSc2ccc(C(=O)NCc3ccc(OC)cc3)cc21
    -4%	-34%	0%	x	x	x	-25%	-0.1%	x
- O=C1NC(Cc2ccc(O)cc2)c2nc3cc(Cl)ccc3c(=O)n2-c2cc(Cl)ccc21 (stereo unspecified)
    -16%	-26%	u	-71*	u	u	-20%	3.1%	u
- COc1ccc(-c2cnnn2-c2ccc(N)cc2)cc1OC
    8%	-5%	3%	-3	3%	41%[activator]	x	0.3%	i
- CC(=O)Nc1ccc2c(c1)OCCOCCOc1cc(NC(C)=O)ccc1OCCO2
    1%	7%	-18%	35	-4%	12%	5%	-0.9%	i
- CC(C(=O)Nc1cccnc1)N1C(=O)c2ccccc2C1=O (stereo unspecified)
    -4%	5%	6%	30	-2%	5%	-1%	-0.3%	i
- COc1ccc(S(=O)(=O)NCC(c2cccnc2)N2CCN(C)CC2)cc1C (stereo unspecified)
    6%	-15%	-2%	-9	0%	-5%	7%	-1.0%	i
- COc1ccc(CCN(C)CC(O)COC(c2ccc(F)cc2)c2ccc(F)cc2)cc1OC (stereo unspecified)
    u	-93%	-110%	-92*	u	-20%	-23%	5.8%	i
- O=C(NCCc1ccccc1)c1ccc2c(c1)N(Cc1ccccc1)CCS2
    0%	-5%	1%	-12	u	47%[activator]	5%	-0.1%	i
- N#CCCN(Cc1ccccc1)C(=S)Nc1ccccc1
    14%	-1%	3%	12	1%	-10%	15%	0.2%	u
- CCN1CCN(CCCNC(=O)Cn2c(-c3cccs3)cc3cc(F)ccc32)CC1
    2%	-13%	-19%	x	x	-12%	6%	9.5%	u
- COC(=O)c1ccc(C(=O)NC(=S)Nc2ccc3nc(SC)sc3c2)cc1
    1%	9%	10%	13	u	u	15%	0.4%	u
- N#CCN1C(=O)C(=O)N(Cc2cccc(Cl)c2)C1=O
    1%	4%	7%	-13	0%	-9%	-1%	-0.2%	i
- COc1ccc(N(CC(=O)NCCc2ccc(Cl)cc2)S(=O)(=O)c2c(C)[nH]c(=O)[nH]c2=O)cc1
    -3%	13%	25%	16	5%	-5%	-17%	-0.4%	i
- COc1ccc(N2C(=O)CSC(c3ccccc3)C2=O)cc1 (stereo unspecified)
    0%	6%	0%	17	0%	18%	0%	-0.3%	i
- COc1ccc(CCC(=O)NNC(=O)c2ccc(F)cc2)cc1
    -1%	9%	9%	17	0%	12%	3%	-0.3%	i
- CCCc1nnc(SCC(=O)NC2CCCC2)n1CCOC
    -7%	18%	0%	17	3%	-4%	-1%	-3.0%	i
- Cc1ccc(Cc2c(C)nc3nc(SCC(=O)NCCCN4CCCCC4)nn3c2C)cc1
    2%	-12%	9%	-62*	2%	-16%	-6%	-0.8%	i
- CCCS(=O)(=O)NC(=O)C1(C)CCCN(C(=O)c2cccc(C(F)(F)F)c2)C1 (stereo unspecified)
    x	-5%	-4%	26	x	-4%	x	0.1%	i
- C=CC[C@@H](CC(=O)OC(C)(C)C)C(=O)OC[C@@H]1CCCN1C(=O)[C@@H](CC=C)CC(=O)N(CCO)Cc1ccccc1
    5%	-3%	1%	-55*	15%	-24%	5%	3.1%	u
- Cc1cc2cc3c(cc2nc1SCC(=O)N1CCCC1)OCCO3
    -12%	-29%	-16%	-22	-2%	-16%	-22%	8.8%	i
- NCCCCCc1nnc(SCc2cccc(Cl)c2)o1
    -14%	-7%	-1%	-5	14%	-18%	u	-0.6%	i
- CC1CCCCN1CCCNc1ccc(C(CC(N)=O)NC(=O)Cc2cccc3ccccc23)cc1[N+](=O)[O-] (stereo unspecified)
    -8%	31%	20%	-2	-1%	11%	10%	-0.9%	i
- CCOc1ccccc1NS(=O)(=O)c1ccc2[nH]c3c(c2c1)CCCCC3
    u	-26%	u	x	x	u	u	3.6%	u
- O=C(CCSCCC(=O)Nc1ccccc1F)Nc1ccccc1F
    -1%	1%	10%	24	10%	1%	-1%	-0.5%	i
- Cc1cc(O)c(C(=O)Cc2csc(C)n2)c(O)c1
    4%	-2%	-28%	-15	-1%	x	u	7.7%	i
- CC(=O)c1cccc(NC(=O)c2ccc(CN3CCc4ccccc4C3)cc2)c1
    5%	-62%	u	-14	u	u	-19%	4.0%	i
- CC(=O)N1N=C(c2ccc(NS(=O)(=O)c3ccccc3)cc2)CC1c1ccco1 (stereo unspecified)
    -10%	-24%	u	58	u	u	-2%	3.6%	i

# More records follow.
# Each structure is followed by: A549 viability	HepG2 tox	TGFb SMAD3 inh	IL1B secr inh	MCF10A rereplic	ATXN2 expr inh	Nrf2 inh	Nrf2 ARE act	ATXN viability
- Cc1cc(C)nc(Nc2n[nH]c(C)n2)n1
    2%	1%	4%	10	-18%	x	5.8µM*	0.2%	i
- COCCn1cc(C(=O)NCCCN2CCC(C)CC2)c2c3ccccc3n(C)c2c1=O
    16%	-17%	u	0	0%	-8%	0%	-0.3%	i
- Cc1nc(C)c(-c2ccc(SCc3ccc(Cl)cc3)nn2)s1
    -2%	-30%	-14%	-26	20%	-5%	9%	0.3%	i
- COc1cccc(CN(C)C(=O)CSCC(=O)Nc2cc(C)on2)c1OC
    1%	-2%	2%	6	3%	5%	1%	0.5%	i
- N#Cc1nc(-c2ccc(COc3ccc(Cl)cc3)o2)oc1N1CCN(c2ccccc2)CC1
    -9%	-3%	-8%	x	x	10%	-3%	0.2%	i

# An excerpt from above with just Nrf2 ARE act and MCF10A rereplic:
SMILES	Nrf2 ARE act	MCF10A rereplic
COc1cccc(CN(C)C(=O)CSCC(=O)Nc2cc(C)on2)c1OC	0.5%	3%
N#Cc1nc(-c2ccc(COc3ccc(Cl)cc3)o2)oc1N1CCN(c2ccccc2)CC1	0.2%	x
